APOBEC3A inh – blocks human APOBEC3A ssDNA deamination; recombinant A3A, FAM/TAMRA ssDNA deamination fluorescence; P31941; hit rate 0.41% among 330,000; inhibition, % at 20 µM;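 active means at least 40% inhibition at 20 µM here, with at most 30% in a related deaminase screen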;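 further: plate controls were A3A with DMSO for no effect and wells lacking A3A enzyme for full effect; some results filed as inactive read as strong as hits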
A3G deaminase – blocks human APOBEC3G single-stranded DNA deamination | Q9HC16 | inhibition, % at 20 µM | AID 493012 | hit rate 0.28% among 330,000 | recombinant A3G, ssDNA deamination FAM/TAMRA fluorescence;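 active means inhibition of at least 40% at 20 µM, with no more than 30% in the related APOBEC3A deaminase screen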;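 further: plate controls were DMSO wells with A3G for no effect and wells lacking A3G enzyme for full effect; some compounds called inactive have numbers as strong as hits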
Target sequence (Q9HC16 whole entry, looked up): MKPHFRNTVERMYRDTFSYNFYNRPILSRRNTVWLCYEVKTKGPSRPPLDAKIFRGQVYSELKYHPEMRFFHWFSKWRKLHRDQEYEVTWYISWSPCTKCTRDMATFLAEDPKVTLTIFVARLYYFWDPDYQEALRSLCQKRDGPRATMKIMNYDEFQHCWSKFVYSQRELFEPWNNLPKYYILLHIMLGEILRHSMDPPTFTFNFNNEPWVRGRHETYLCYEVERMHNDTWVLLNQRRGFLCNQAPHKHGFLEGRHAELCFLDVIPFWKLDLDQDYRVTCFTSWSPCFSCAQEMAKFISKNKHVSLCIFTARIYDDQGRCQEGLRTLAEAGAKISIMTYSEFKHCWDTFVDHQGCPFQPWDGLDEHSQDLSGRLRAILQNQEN
mIAP inh – mouse IAP inhibition; purified mouse IAP, CDP-Star luminescence, 30 min; inhibition, % at 10 µM; hit rate 0.2% among 330,000; AID 2806;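 active means inhibition of at least 40% at 10 µM in the primary screen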;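 further: plate controls were DMSO with enzyme for no effect and no enzyme wells for full effect; values of inactives mirror those of a sister screen read the other way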
NLRP3 yeast inh – NALP3 inhibition in yeast; Yeast reconstituted NLRP3/ASC/caspase-1, beta-gal luminescence, 24 h; hit rate 0.39% among 330,000; AID 2825; inhibition, % at 10 µM;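 active means inhibition of 50% or more; inactive means inhibition below 50%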;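 further: plate controls were induced DMSO wells for no effect and uninduced yeast grown without galactose for full effect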
MIN6 prolif – induces beta-cell replication in MIN6 cells. proliferation, % at 10 µM. MIN6 cells proliferation, ATPlite luminescence, 48 h; cells starved in 0.2% serum; 100% = growth in 10% serum. hit rate 0.29% among 330,000;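 active means compounds whose signal lies at least 3.5 SD above the mean of all wells on their plate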;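 further: 0% = DMSO-treated cells in low-serum medium and 100% = 10% serum control; some compounds called inactive have numbers as strong as hits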
TIM10 inh – inhibits growth of TIM10 yeast strain; S. cerevisiae TIM10 strain growth, BacTiter-Glo luminescence, 24 h; inhibition, % at 10 µM; hit rate 1.4% among 330,000; AID 463195;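 active means inhibition of 40% or more at the single tested concentration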;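 further: wild-type TIM10 isogenic control strain grown at permissive 25 °C; 0% = DMSO yeast wells and 100% = minimal medium wells without yeast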
mIAP act – mouse IAP activation; hit rate 0.24% among 330,000; activation factor at 10 µM; muIAP, CDP-Star luminescence, 30 min; hits give high values; 1 = vehicle-only enzyme signal, 0 = enzyme-free wells;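 active means activation factor of at least 2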; further: the source names both 10 and 20 µM as test concentration; values of inactives mirror those of a sister screen read the other way
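Assay system: mouse IAP enzyme; reagent: chemiluminescent substrate CDP-Star; dosing: test compounds delivered from DMSO solution; schedule: 30 min at room temperature; measured by: luminescence from enzymatic CDP-Star hydrolysis; controls: DMSO-only wells and no-enzyme negative control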
hIAP block – blocks human intestinal alkaline phosphatase; purified IAP, CDP-Star luminescence, 30 min; inhibition, % at 10 µM; hit rate 0.12% among 330,000;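 active means inhibition reaching a set limit with compound at 10 µM in the primary screen, cut at about 35% in these data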;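 further: plate controls were DMSO wells with enzyme for no effect and no-enzyme buffer wells for full effect; values of inactives mirror those of a sister screen read the other way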
Target sequence (P09923 whole entry, looked up): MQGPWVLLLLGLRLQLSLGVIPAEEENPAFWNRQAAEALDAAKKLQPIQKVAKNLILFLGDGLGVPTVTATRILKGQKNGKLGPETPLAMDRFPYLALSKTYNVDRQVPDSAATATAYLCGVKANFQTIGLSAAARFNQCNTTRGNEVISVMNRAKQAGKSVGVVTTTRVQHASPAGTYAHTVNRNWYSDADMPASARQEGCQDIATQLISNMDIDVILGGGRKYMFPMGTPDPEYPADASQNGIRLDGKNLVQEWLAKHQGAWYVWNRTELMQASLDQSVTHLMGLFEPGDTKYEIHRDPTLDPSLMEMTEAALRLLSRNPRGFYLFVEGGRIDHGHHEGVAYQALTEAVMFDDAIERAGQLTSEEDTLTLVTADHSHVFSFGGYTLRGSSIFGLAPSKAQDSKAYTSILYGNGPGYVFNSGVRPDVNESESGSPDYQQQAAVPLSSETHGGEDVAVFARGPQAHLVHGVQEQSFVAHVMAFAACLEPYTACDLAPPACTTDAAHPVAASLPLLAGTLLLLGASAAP
tim10-1 inh – tim10-1 yeast growth inhibition | S. cerevisiae tim10-1 ts strain growth, BacTiter-Glo, 24 h | inhibition, % at 20 µM | hit rate 2.2% among 330,000 | AID 463190;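 active means inhibition of at least 40%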;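 further: mutant grown at 25 °C; 0% = DMSO wells with yeast and 100% = wells holding no yeast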
Numbers without * were called inactive; x = not tested or not shown. Outcome played no part in choosing rows (roughly 4.6% active in at least one column).

canonical_smiles,APOBEC3A inh,A3G deaminase,mIAP inh,NLRP3 yeast inh,MIN6 prolif,TIM10 inh,mIAP act,hIAP block,tim10-1 inh
CCCCN(C)C(=O)c1cc2cc([N+](=O)[O-])cc(OC)c2oc1=O,1,-2,12,-1,-1,-7,0.88,6,22
CCCCNC(=S)NNC(=O)C1=NN(c2cc(C)ccc2C)C(=O)CC1,-3,-12,7,25,-2,19,0.93,-34,16
CCOc1ccc(CCNC(=O)COc2cccc(-n3cnnn3)c2)cc1OCC,0,-2,0,7,2,-5,1,-1,2
O=C(Cc1ccc(F)cc1)Nc1c2c(nn1-c1cccc(Cl)c1)CS(=O)C2 (stereo not given),-2,-4,2,13,-1,0,0.98,11,7
CC(C)N1C(=O)CCC1C(=O)N1CCC(Cc2ccccc2)CC1 (stereo not given),-2,-14,-6,30,2,-5,1.1,-10,24
COc1cccc(CNC(=O)C2CCC(CNS(=O)(=O)c3cccc4nsnc34)CC2)c1 (stereo not given),-1,-3,-8,11,-2,-4,1.1,6,6
COC(=O)c1sccc1N/N=C/c1ccc(OC)c(OC)c1OC,-2,-3,-4,20,0,7,1,11,17
CCCCn1c(N)c(N(CC(C)C)C(=O)CC(NC(=O)c2ccccc2)c2ccccc2)c(=O)[nH]c1=O (stereo not given),23,-12,8,3,-3,-5,0.92,21,-4
Cc1cccc(N2CCN(S(=O)(=O)c3ccc4c(c3)n(C)c(=O)c(=O)n4C)CC2C)c1 (stereo not given),0,-1,16,2,-4,-21,0.84,1,4
Cc1cccc(NC(=O)CNC(=O)C23CC4CC(CC(Cl)(C4)C2)C3)n1,-2,-14,-9,11,0,8,1.1,-30,26
COc1ccc(N(CC(=O)Nc2cc(C)cc(C)c2)S(=O)(=O)c2ccccc2[N+](=O)[O-])c(OC)c1,8,-15,-1,9,-2,-6,1,4,7
CC1=C(C(=O)Nc2cc(C(=O)N3CCN(c4cccc(C)c4C)CC3)ccc2C)SCCO1,-2,-1,2,22,-2,11,0.98,-23,36
CC(=O)N/C(=C\c1ccccc1)C(=O)OCC(=O)c1c(N)n(C)c(=O)n(C)c1=O,-2,-4,-8,9,-1,-6,1.1,-18,-17
Cc1ccc(NC(=O)NC2=N/C(=C(/C#N)C(=O)N3CCCC3)c3ccccc32)cc1,2,-7,20,4,3,19,0.8,11,24
CC(C)(C)c1ccc(CSc2nnc(-c3ccccn3)n2Cc2ccco2)cc1,2,-1,8,4,-4,45*,0.92,6,42*
CSc1ccc(/C=C/C(=O)c2ccc(NC(=O)Cc3ccccc3)cc2)cc1,1,-1,6,-1,-6,6,0.94,12,18
O=C(COC(=O)COc1ccccc1)NC12CC3CC(CC(C3)C1)C2,-1,-2,-1,-4,1,4,1,1,17
O=C(NCc1ccc(Cl)cc1Cl)C(=O)N1CCCCC1,2,-5,8,11,-2,-4,0.92,14,12
CC(=O)n1cc([C@@H]2C=C(C(=O)O)O[C@H](OCc3ccc(CO)cc3)C2)c2ccccc21,0,-6,25,-1,0,1,0.75,-6,-17
C=CCOC(=O)c1ccc(-n2cnc(C)n2)nc1,3,-1,0,3,-1,-3,1,6,3
CCOC(=O)c1cnn2c(C(F)(F)F)cc(-c3cn(C)nc3C)nc12,-1,0,-7,10,0,-3,1.1,-16,18
CN1CCN(c2nc3ccccc3nc2NS(=O)(=O)c2ccc(Br)cc2)CC1,-2,-3,2,-8,-2,3,0.98,6,-3
COc1ccc(C(=O)Nc2cccc(S(=O)(=O)N(C)C)c2)cc1S(=O)(=O)N1CCOCC1,1,4,7,-6,-1,9,0.93,1,13
Cc1ccc2[nH]c3c(=O)n(CCN4CCOCC4)cnc3c2c1,3,-1,6,-1,-1,-9,0.94,-2,-10
CCSc1nc2sc3c(c2c(=O)[nH]1)CCCC3,-3,-5,7,8,3,6,0.93,14,-1
O=C(NNS(=O)(=O)c1ccc(Br)cc1)c1ccccc1-n1cccc1,-2,-4,1,6,0,21,0.99,9,27
CCCCC(CC)C(=O)NCc1ccc(F)cc1 (stereo not given),-1,4,-4,27,0,-3,1,-2,3
CC(=O)N(/C=C1\SC(=S)N(c2ccccc2)C1=O)c1ccccc1,-5,-8,15,19,-5,38,0.85,17,18
COCCn1nnnc1C(c1cccc(C(F)(F)F)c1)N1CCOCC1 (stereo not given),-2,-1,-5,-10,1,-12,1.1,-9,-2
CC(=O)Nc1ccc(NC(=O)[C@@H]2CCCN2S(=O)(=O)c2ccc3c(c2)OCCO3)cc1,-1,-9,8,-3,2,9,0.92,-16,10
CN(c1ccccc1)S(=O)(=O)c1ccc(C(=O)Nc2ccncc2)cc1,-2,-6,7,11,0,14,0.93,-2,10
COc1cc2c(c(OC)c1O)C(=O)CO2,3,3,2,14,-4,7,0.98,5,-23
COc1cc(C(=O)NNC(=O)COc2ccccc2Cl)ccc1OCC(=O)N1CCOCC1,1,-6,7,15,-3,-4,0.93,-2,-7
O=C(CSc1nnc(CNc2ccccc2)o1)N1CCCc2ccccc21,5,-3,8,11,4,23,0.92,-2,28
CCOC(=O)c1ccccc1NC(=S)N1CCC(N2CCCCC2)CC1,-3,-5,-1,13,0,-6,1,11,-5
COc1cccc(OC)c1C(=O)NCCN1CCN(C(=O)c2c(OC)cccc2OC)CC1,1,-2,-2,1,-3,-28,1,5,19
CCN(C(=O)COC(=O)CSc1ccc(F)cc1)c1c(N)n(Cc2ccccc2)c(=O)[nH]c1=O,-5,-8,-8,7,4,10,1.1,-13,2
CCn1cnc2c(oc3ccccc32)c1=O,3,-2,3,9,-2,-16,0.97,-5,4
COc1cc2c(cc1OC)CN(S(=O)(=O)c1ccc(Cl)nc1)CC2,0,-1,-4,15,1,15,1,1,31
CCN(CC)CCN(C(=O)Cn1nnc(-c2ccc(C)o2)n1)C(C(=O)NC1CCCC1)c1ccc(F)cc1 (stereo not given),-1,-3,-4,32,-3,0,1,4,5
CN(CCOc1ccc(Cl)cc1)C(=O)Cc1ccc(S(=O)(=O)N2CCOCC2)s1,-6,-6,-4,24,-5,18,1,-2,9
CCOC(=O)C1CCCN(C(=O)C2CCCN(S(=O)(=O)c3ccc4c(c3)oc(=O)n4C)C2)C1 (stereo not given),-4,-9,-5,-7,1,-8,1,6,-8
Cc1ccc(NS(=O)(=O)c2ccc3c(c2)NC(=O)CO3)c(C)c1,0,0,2,9,-2,17,0.98,-11,-3
Clc1ccc(-c2noc(COc3ccccc3)n2)cc1,5,-2,4,18,-2,-18,0.96,14,13
CCC(C)[C@H](NC(=O)Nc1ccc(Oc2ccccc2)cc1)C(=O)O (stereo not given in full),-5,-9,8,-2,1,1,0.92,13,5
CCN(CC)CCN1C(=O)c2oc3ccc(F)cc3c(=O)c2C1c1ccncc1 (stereo not given),-3,-1,10,5,1,-24,0.9,-3,-26
CC1Cc2ccccc2N1C(=O)CN1C(=O)NC(C)(CCc2ccccc2)C1=O (stereo not given),-4,1,11,-4,-2,-24,0.89,9,0
Cc1ccc(N2CC(C(=O)Nc3nnc(SCc4ccccn4)s3)CC2=O)cc1 (stereo not given),-4,-9,4,-2,-2,-1,0.96,18,-16
COc1ccc(CCNC(=O)C2C3CCC(C3)C2C(=O)O)cc1OC (stereo not given),2,9,-1,22,-5,-3,1,5,9
O=C(Nc1cc(S(=O)(=O)N2CCOCC2)ccc1N1CCCC1)c1cnccn1,-4,-7,1,8,0,-5,0.99,15,14
COc1cc(C)c(NC(=O)C(=S)N2CCCC2)cc1C,0,-9,1,22,2,0,0.99,-21,10
CCC(=O)c1ccc(OC)c(OC)c1O,30,10,0,17,2,-12,1,-6,10
Cc1ccc(NC(=O)CN2C(=S)NC(C)(C)CC2C)cc1Cl (stereo not given),1,3,10,10,-1,6,0.9,-6,33
CCCCNC(=O)CCn1c(=O)c2ccccc2n(Cc2ccc(F)cc2)c1=O,-6,-6,6,-2,1,15,0.94,10,2
COc1ccc(CCNC(=O)C(=O)NCC2OCCN2S(=O)(=O)c2ccc(F)cc2)cc1 (stereo not given),-3,-3,0,3,2,-3,1,8,5
O=C(NNC(=O)C12CC3CC(CC(C3)C1)C2)c1ccccc1F,1,-6,-5,19,-1,-7,1.1,-2,16
CN(C)C1=NC[C@H](Cc2ccccc2)N1CC1CCC(C(C)(C)C)CC1 (stereo not given in full),3,-4,-10,24,-8,-5,1.1,-17,-1
CCOCCn1c(=O)c2c(nc3n2CC(C)CN3Cc2ccccc2)n(C)c1=O (stereo not given),-9,-5,-2,22,1,9,1,-22,13
COc1cccc(NC(=S)NC(=O)c2cncc(Br)c2)c1,-1,-5,13,6,-3,37,0.87,8,47*
Cc1cc(C(=O)N/N=C/c2cc(Br)cc([N+](=O)[O-])c2O)c2ccccc2n1,2,-1,37,24,-3,25,0.63,-7,29

TIM10 inh, entries above that show a hit
canonical_smiles | APOBEC3A inh | A3G deaminase | mIAP inh | NLRP3 yeast inh | TIM10 inh | mIAP act | hIAP block
CC(C)(C)c1ccc(CSc2nnc(-c3ccccn3)n2Cc2ccco2)cc1 | 2 | -1 | 8 | 4 | 45* | 0.92 | 6

Additional entries follow.
canonical_smiles,APOBEC3A inh,A3G deaminase,mIAP inh,NLRP3 yeast inh,MIN6 prolif,TIM10 inh,mIAP act,hIAP block,tim10-1 inh
N#Cc1c(N)n(-c2ccc(N)cc2)c2nc3ccccc3nc12,-4,-5,7,15,1,13,0.93,-10,11
O=C(Nc1ccc2oc(-c3ccccc3)nc2c1)c1ccncc1,-2,-8,7,27,1,18,0.93,18,-10
Cc1ccc(S(=O)(=O)NCCCNS(C)(=O)=O)cc1,5,-2,-3,6,-2,-3,1,12,8
COc1ccccc1C1CC(=O)Oc2cc(C)c(Br)c(C)c21 (stereo not given),6,3,-2,x,x,13,1,x,33
COc1ccc(CNC(=O)c2c(C)cc(=O)oc2C)cc1,0,-14,0,22,3,-8,1,-10,0
Cc1cc([N+](=O)[O-])nn1Cc1ccc(C(=O)N/N=C/c2ccc(N(C)C)cc2)cc1,-2,-8,2,1,2,-9,0.98,2,-14
Cc1cccc(N2CCN(C(=O)c3ccc4[nH]c(C)c(C)c4c3)CC2)c1C,2,9,-29,9,-6,19,1.3,-18,13
COc1ccc(C(=O)N/C(=C/c2ccc(Cl)cc2)C(=O)NCc2ccncc2)cc1,-3,-2,-4,11,-2,96*,1,-16,-9
CC(C)(C)NC(=S)Nc1ccc(Nc2ccccc2)cc1,0,5,3,29,-6,39,0.97,8,39
CNC(=O)NC(=O)C(C)OC(=O)c1c(C)noc1C (stereo not given),-10,-2,-3,4,-1,-16,1,-13,-5
CCOc1ccccc1OC(C)C(=O)Nc1ccc(S(=O)(=O)N2CCCC2)cc1 (stereo not given),0,-4,6,2,2,6,0.94,4,19
Nc1nc(Nc2ccccc2)nc(N2CCCC2)c1[N+](=O)[O-],-5,-11,4,28,1,1,0.96,9,13

Three entries from above, ordered by SMILES length, rising:
canonical_smiles,APOBEC3A inh,A3G deaminase,mIAP inh,NLRP3 yeast inh,MIN6 prolif,TIM10 inh,mIAP act,hIAP block,tim10-1 inh
COc1ccccc1C1CC(=O)Oc2cc(C)c(Br)c(C)c21 (stereo not given),6,3,-2,x,x,13,1,x,33
N#Cc1c(N)n(-c2ccc(N)cc2)c2nc3ccccc3nc12,-4,-5,7,15,1,13,0.93,-10,11
COc1ccc(C(=O)N/C(=C/c2ccc(Cl)cc2)C(=O)NCc2ccncc2)cc1,-3,-2,-4,11,-2,96*,1,-16,-9

Screening results (PubChem)
